# APE1 inh: qHTS Assay for Inhibitors of the Human Apurinic/apyrimidinic Endonuclease 1 (APE1). AID 2517, 2012. recombinant APE1, TAMRA/BHQ-2 abasic DNA cleavage fluorescence. DNA repair nuclease/redox regulator APEX1 (Homo sapiens), P27695. Potency, µM (titrated, usually from 65.8 µM), for the others: at the top dose activity change, negative = inhibition, actives largely listed as inhibitors. 0.35% of 350,000 active;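 also: potency is read from the fitted curve at half-maximal effect; plate controls were vehicle for no effect and reference inhibitor for full effect; nearly all actives have a fitted effect of over 55% in size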
#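 0.75 nM APE1 + cpd, 15 min RT; start w/ 50 nM TAMRA/BHQ-2 THF-abasic dsDNA; kinetic fluor 525/598 nm ×3 reads @60 s; Δ(read3−read1); normalized to DMSO and NSC13755 control wells.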
# Tb PGK inh: qHTS Assay to Find Inhibitors of Phosphoglycerate Kinase. 0.043% of 380,000 active. Potency, µM (doses to about 57.5 µM), for the others: at the highest dose activity change, negative = inhibition, most hits filed as inhibitors. PGK/GAPDH coupled, Kinase-Glo luminescence, 60 min. Phosphoglycerate kinase, glycosomal (Trypanosoma brucei brucei), P07378; also: potency is read from the fitted curve at half-maximal effect; % is scaled to controls: 0 for no effect and ±100 for the full control effect; nearly all actives have a fitted effect of over 60% in size
#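 Luminescent ATP detection (Kinase-Glo Plus) follows a 60-minute room-temperature incubation, with wells lacking PGK as controls. Buffer: 100 mM TEA (pH 7.6), 5 mM MgCl2, 0.01% Tween-20. Coupling enzyme GAPDH (100 nM final) supplies unstable 1,3-BPG in-well.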
# Pol eta inh: qHTS for Inhibitors of Polymerase Eta. recombinant Pol eta, fluorescent DNA replication assay. Potency, µM (doses to about 114 µM), for the others: at the highest dose activity change, negative = inhibition, most hits filed as inhibitors. 1.2% of 390,000 active. DNA polymerase eta (Homo sapiens), Q9Y253; also: potency is read from the fitted curve at half-maximal effect; % is scaled to controls: 0 for no effect and ±100 for the full control effect
# Target sequence (Q9Y253 whole entry, looked up): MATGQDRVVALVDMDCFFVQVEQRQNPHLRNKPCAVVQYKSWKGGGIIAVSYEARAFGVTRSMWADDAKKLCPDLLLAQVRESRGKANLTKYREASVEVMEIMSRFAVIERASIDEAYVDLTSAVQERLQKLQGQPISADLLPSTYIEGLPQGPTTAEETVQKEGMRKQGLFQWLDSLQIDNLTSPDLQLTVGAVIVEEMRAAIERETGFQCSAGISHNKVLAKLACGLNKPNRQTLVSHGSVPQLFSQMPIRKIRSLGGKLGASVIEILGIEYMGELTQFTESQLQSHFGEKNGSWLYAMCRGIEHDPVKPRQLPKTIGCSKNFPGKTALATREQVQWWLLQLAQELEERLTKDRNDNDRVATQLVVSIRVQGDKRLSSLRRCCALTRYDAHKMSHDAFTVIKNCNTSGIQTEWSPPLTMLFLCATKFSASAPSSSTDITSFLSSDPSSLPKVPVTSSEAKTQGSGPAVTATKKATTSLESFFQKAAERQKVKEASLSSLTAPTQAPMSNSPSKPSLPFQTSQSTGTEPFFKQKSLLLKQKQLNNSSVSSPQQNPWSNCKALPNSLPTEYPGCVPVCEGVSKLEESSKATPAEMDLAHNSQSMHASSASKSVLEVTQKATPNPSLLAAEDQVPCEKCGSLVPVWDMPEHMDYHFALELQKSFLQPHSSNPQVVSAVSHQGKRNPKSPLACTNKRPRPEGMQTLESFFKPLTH
#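 Pol eta (10 nM) was preincubated with compounds for 15 min at room temperature, after which fluorescent replication substrate (50 nM final) was added to start the reaction. Fluorescence was read kinetically at 0 and 10 min.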
# Anesthetic bind: qHTS Assay for Identification of Novel General Anesthetics; apoferritin/1-aminoanthracene competitive binding, fluorescence; 0.074% of 350,000 active; Potency, µM (titrated, usually from 77.5 µM), inactives show at the top dose activity change, negative = displacement, hits mostly inhibitors; Ferritin light chain (Equus caballus), P02791; also: potency is read from the fitted curve at half-maximal effect; % is scaled to controls: 0 for no effect and ±100 for the full control effect; nearly all actives have a fitted effect of over 20% in size
# Target sequence (P02791 2-175 limits assumed): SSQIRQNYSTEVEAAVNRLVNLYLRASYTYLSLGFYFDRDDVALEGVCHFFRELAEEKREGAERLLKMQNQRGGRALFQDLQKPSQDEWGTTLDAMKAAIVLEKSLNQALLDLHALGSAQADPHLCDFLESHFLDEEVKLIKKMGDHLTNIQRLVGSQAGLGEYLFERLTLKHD
#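 10 uM apoferritin + 50% sat. 1-AMA, PBS; cpd 10 min RT; Ex380/Em535 endpoint; normalized to free probe vs complex; 4-param Hill fit; propofol titration as pos. ctrl.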
# RXFP1 antagonist: qHTS Assay for Antagonists of the Relaxin Receptor RXFP1. HEK293-RXFP1, relaxin-stimulated cAMP HTRF, 30 min; stronger effect = lower value. activity change, negative = inhibition, % at 57.5 µM. 0.59% of 350,000 active;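 active = activity change of -60% or lower, but not beyond a set lower limit; inconclusive = change between -60% and -40%, or beyond the set limit; inactive = change above -40%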; also: % is scaled to controls: 0 for no effect and ±100 for the full control effect
# Pol kappa inh: qHTS for Inhibitors of Polymerase Kappa; AID 588579, 2011; 0.53% of 400,000 active; purified Pol kappa, fluorescent DNA synthesis assay, 10 min; Potency, µM (highest dose often 107 µM), for inactives: at the highest dose activity, negative = inhibition, hits mostly inhibitors; also: potency is read from the fitted curve at half-maximal effect; % is scaled to controls: 0 for no effect and ±100 for the full control effect
#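 Readout: fluorescence, taken kinetically at 0 and 10 min. Conditions: 10 nM Pol kappa, 15 min RT compound preincubation, 50 nM substrate final. Controls: enzyme-free buffer wells.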
# POLI inh: qHTS for Inhibitors of Polymerase Iota; DNA polymerase iota (Homo sapiens), Q9UNA4; Pol iota fluorescent replication assay, 10 min; Potency, µM (series often up to 115 µM), for inactives: top-dose activity, negative = inhibition, hits mostly inhibitors; 1% of 390,000 active; AID 588590, 2011; also: potency is read from the fitted curve at half-maximal effect
#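 Fluorescent replication assay read twice, at 0 min and 10 min after adding 50 nM (final) substrate. Enzyme (10 nM) and compounds were first incubated 15 min at room temperature; enzyme-free buffer wells were negative controls.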
# POLB inh: qHTS Assay for Inhibitors of DNA Polymerase Beta. P06746. Pol beta primer extension/strand displacement, fluorescence kinetic. Potency, µM (series often up to 114 µM), for the others: top-dose activity change, negative = inhibition, usual class: inhibitors. 1.3% of 340,000 active. AID 485314, 2010; also: potency is read from the fitted curve at half-maximal effect; % is scaled to controls: 0 for no effect and ±100 for the full control effect
#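 Pol beta (10 nM) was preincubated with compound for 15 min at room temperature. The reaction was then started with 50 nM substrate and read immediately and after a further 10 min at room temperature.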
# BLM inh: qHTS Assay for Inhibitors of Bloom's syndrome helicase (BLM) | RecQ-like DNA helicase BLM (Homo sapiens), P54132 | recombinant BLM DNA unwinding, fluorescence dequenching | Potency, µM (doses to about 56.1 µM), for inactives: at the top dose activity change, negative = inhibition, usual class: inhibitors | 0.2% of 350,000 active | AID 2528, 2010;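 also: potency is read from the fitted curve at half-maximal effect; plate controls were vehicle for no effect and no enzyme for full effect; nearly all actives have a fitted effect of over 35% in size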
# * marks the source's active call; other numbers are inactive results; i = inactive; ? = inconclusive; nt = not tested or not shown; & = joins results of further samples; [ ] = dose if it differs, or a comment. Unless noted, calls follow the shape of the dose curve; as a rule, active = well fitted curve in the direction sought with a large enough effect; inconclusive = small, poorly fitted or top-dose-only effect, or another doubt; inactive = no such curve, though single readings can be large; an effect the other way counts as inactive or inconclusive. These rows are one share of the data, so the mix of outcomes need not match the whole.
SMILES,APE1 inh,Tb PGK inh,Pol eta inh,Anesthetic bind,RXFP1 antagonist,Pol kappa inh,POLI inh,POLB inh,BLM inh
COc1ccc(CCNC(=S)Nc2cccc3ccccc23)cc1,-8%,i,-20%,-9%,-4,-13%,12%,-2%,-3%
COc1cc(OC)cc(-c2nc(SCC(=O)Nc3ccccc3F)n[nH]2)c1,-15%,8%,-9%,0%,-8,-10%,2%,-1%,0%
N#CC1=C(N)N(c2ccccc2)C2=C(C(=O)CCC2)C1c1ccccc1 (stereo not drawn),-6%,3%,-1%,-10%,2,-4%,21%,8%,1%
O=C(O)c1cccc(S(=O)(=O)Nc2ccccc2-c2ccccc2)c1,-1%,i,-7%,-5%,-12,14%,-8%,-2%,-1%
Cc1ccc(S(=O)(=O)Nc2nc(C)c(C(=O)Nc3ccccc3)s2)cc1,-7%,-4%,-6%,-7%,-2,2%,20%,13%,1%
COc1cccc(-n2cnc3cccc(N)c32)c1,-1%,i,-8%,-6%,0,-1%[60.1 µM],-12%,0%,-6%
COc1ccc(-c2cc(C(=O)Nc3cc(C)ccc3O)no2)cc1,64%[activator],-11%,-21%,11%,7,3%,26%,-10%,-6%
O=C(Nc1cccc(Cl)c1)Nc1sccc1-c1nc2ccccc2s1,-1%,i,-21%,-9%,-7,-2%,48%[activator],18%,-6%
CCc1cccc(C)c1NC(=O)Cn1nc(C)c2nn(-c3ccc(Cl)cc3)c(C)c2c1=O,nt,i,-17%,-14%,-8,0%[60.1 µM],10%,2%,-4%
CCc1ccc(-c2nn(CC(=O)Nc3ccccc3)c3c2cnc2ccc(F)cc23)cc1,nt,-4%,-12%,-7%,-9,1%,17%,-3%,1%
O=C(CN1CCOCC1)Nc1nc2ccc(Br)cc2s1,-1%,-8%,-13%,-8%,-11,-6%,28%,5%,5%
COC(=O)c1scc(C)c1NC(=O)CSc1ccc(Cl)cc1,1%,-8%,-8%,-10%,-4,-12%,-12%[58.9 µM],3%,-4%
Cc1csc(SCC(=O)N(C)c2c(N)n(Cc3ccccc3)c(=O)[nH]c2=O)n1,7%,3%,-2%,0%,-4,-9%,?,1%,-1%
O=C(NCc1ccc(F)cc1)c1noc2c1CCCCC2,0%,-6%,-11%,?,-21,-4%,-1%,-21%,-2%
Cc1ccc(C(=O)O/N=C(\c2ccccc2)c2ccncc2)cc1,5%,2%,-19%,?,-22,4%,85%[activator],3%,0%
Cc1nn(C)c(C)c1NC(=O)/C(C#N)=C\N(C)C,-4%,-3%,-16%,2%,-8,0%,137%[activator],-12%,-1%
O=C(CSc1nnnn1-c1cccc2ccccc12)Nc1ccc(N2CCOCC2)c(Cl)c1,0%,0%,-8%,-10%,-11,-22%,-7%[58.9 µM],-1%,-2%
CCOc1ccc(CCNC(=O)COC(=O)C2CCN(S(=O)(=O)c3ccc(C)c(C)c3)CC2)cc1OCC,4%,-10%,-23%,-1%,-12,-8%,18%,23%,-5%
Cc1cc(C)cc(NC(=O)C2CCCN(S(=O)(=O)c3cccc4nsnc34)C2)c1 (stereo not drawn),nt,0%,-9%,-16%,nt,7%,32%,14%,-3%
C=CCN(c1ccc(C(=O)Nc2ccc3c(c2)OCO3)cc1)S(C)(=O)=O,7%,-8%,-16%,-6%,-6,-3%,43%[activator],4%,-4%
CCc1cccc(NC(=O)CN(C)S(=O)(=O)c2cccc3cccnc23)c1,0%,-7%&-3%,-22%&-9%,?,-10&-7,-9%&10%,?,-6%&-3%,-3%&-5%
C=CCC[C@@H](Cc1ccc(F)cc1)C(=O)OC[C@@H](Cc1c[nH]c2ccccc12)NC(=O)[C@H](CC=C)CC(=O)NCCO,-14%,-1%,-21%,nt,nt,-1%,23%,nt,nt
CC(=O)OC(C(=O)NC1CCCCC1)c1ccc(C#N)cc1 (stereo not drawn),0%,7%,2%,-15%,4,-4%,19%,15%,2%
CCOC(=O)c1[nH]c(=S)n(Cc2ccccc2)c1C(=O)OCC,nt,9%,-6%,nt,-37,0%,-11%,nt,nt
CCOC(=O)c1cc2c(ccn2C)n1CC(=O)N(Cc1ccccc1)c1ccc(F)cc1,-6%,i,-21%,3%,-25,-1%,-18%,0%,-12%
COCCn1c(SC)nnc1-c1c[nH]c2ccccc12,2%,-6%,-1%,2%,3,-9%,-1%,0%,1%
CCCn1nnnc1SCC(=O)N1CCCC1,1%,-7%,1%,-10%,12,-6%,3%,9%,-1%
C=CC[C@@H](CC(=O)NCCO)C(=O)N[C@@H](COC(=O)[C@@H](CC=C)Cc1ccc(F)cc1)Cc1c[nH]c2ccccc12,3%,-3%,-17%,nt,nt,9%,10%,nt,nt
COc1ccc(/C=N/NC(=O)CNC(=O)/C=C/c2ccccc2OC)cc1,-14%,-4%,-13%,?,-6,-9%,166%[activator],-1%,1%
COc1cc(C(=O)Nc2c(-c3ccccn3)c(=O)c3ccccc3n2C)cc(OC)c1OC,2%,nt,nt,-7%,nt,nt,nt,5%,2%
O=C(Nc1cccc(C(=O)O)c1)/C(=C\C=C\c1ccccc1)NC(=O)c1ccccc1,5%,-1%,-12%,-8%,-6,-10%,6%,11%,-2%
O=C(Cn1cnc([N+](=O)[O-])c1)NC1CCCC1,4%,0%,-6%,-7%,1,-10%,9%,23%,4%
Cc1ccc(/C=C2\SC(=S)N(CCCC(=O)Nc3ccc(O)cc3)C2=O)cc1,-5%,2%,4%,-4%,-8,-17%,74%[activator],-6%,-3%
Cc1ccc(S(=O)(=O)N2CCN=C2c2ccccc2)cc1C,1%,-3%,-15%,-5%,3,-19%,4%,5%,0%
Cn1c(=O)c2nc(-c3ccc(Cl)cc3Cl)oc2c2ccccc21,14%,1%,-23%,7%,nt,-3%,34%[activator],45%,-2%
CCOc1cc2[nH]c(=O)n(CCCC(=O)NCc3ccco3)c(=O)c2cc1OCC,13%,-5%,-9%,-8%,5,-3%,6%,21%,-6%
COc1ccccc1-n1c(SCC(=O)O)nc2c(sc(=S)n2-c2ccccc2C)c1=O,34%,-1%,-2%,0%,-7,-6%,15%,23%,-1%
COc1ccc(NC(=O)Cn2c(=O)n(Cc3ccccc3)c(=O)c3oc4ccccc4c32)cc1Cl,nt,i,-12%,-16%,-13,4%,-28%,20%,-5%
CC1(C)Cc2c(sc(NC(=O)c3ccccc3)c2C(=O)O)CO1,2%,-7%,-15%,3%,-21,7%,54%[activator],-14%,-3%
CNC(=S)N/N=C/c1c(C)nn(-c2ccccc2)c1Cl,-8%,-9%,-5%,-2%,15,-10%,-4%[58.9 µM],0%,0%

# Of the compounds above, 2 contain a furan ring, fused or not:
SMILES,APE1 inh,Tb PGK inh,Pol eta inh,Anesthetic bind,RXFP1 antagonist,Pol kappa inh,POLI inh,POLB inh,BLM inh
CCOc1cc2[nH]c(=O)n(CCCC(=O)NCc3ccco3)c(=O)c2cc1OCC,13%,-5%,-9%,-8%,5,-3%,6%,21%,-6%
COc1ccc(NC(=O)Cn2c(=O)n(Cc3ccccc3)c(=O)c3oc4ccccc4c32)cc1Cl,nt,i,-12%,-16%,-13,4%,-28%,20%,-5%

# Next part.
SMILES,APE1 inh,Tb PGK inh,Pol eta inh,Anesthetic bind,RXFP1 antagonist,Pol kappa inh,POLI inh,POLB inh,BLM inh
CC1=CC(C)(C)N(C(=O)CSc2ncn[nH]2)c2ccc(C)cc21,11%,-4%[11.5 µM],-5%,-5%,27,-1%,20%,9%,-2%
S=c1[nH]nc(-c2ccc(Cl)cc2)n1CC1CCCO1 (stereo not drawn),3%,i,-7%,-14%,?,16%,16%,23%,-3%
CC(C)N1CCN(c2ccc(OC[C@H]3CO[C@](Cn4cncn4)(c4ccc(Cl)cc4Cl)O3)cc2)CC1,-9%,-4%,-5%,nt,nt,-1%,-24%,nt,nt
Cc1ccccc1C1C(C#N)=C2N=C(N)c3ccccc3N2C2=C1C(=O)CCC2 (stereo not drawn),-10%,1%,?,-13%,-4,2%,44%[activator],-7%,-6%
CCOc1cc(NC(=O)c2ccccn2)c(OCC)cc1NC(=O)c1cccc(C)c1,?,-6%,8%,-6%,-4,2%[60.1 µM],2%,29%,-1%
NC(=O)CC(NC(=O)Cc1cccc2ccccc12)c1ccc(NCc2cc(F)ccc2F)c([N+](=O)[O-])c1 (stereo not drawn),18%,-8%,1%,-6%,nt,-3%,2%,33%,-6%
CCN1CCN(c2nc3c(C)cccn3c(=O)c2/C=C(\C#N)S(=O)(=O)c2ccccc2)CC1,9%,0%,-20%,-12%,-9,-20%,?,0%,-6%
c1ccc2[nH]c(CSc3nnc(-c4ccncc4)o3)nc2c1,-3%,i,8%,1%,6,-3%,3%,-2%,-4%
O=C(O)c1cccc(NC(=O)C23CC4CC(C2)CC(n2cnc(Cl)n2)(C4)C3)c1,-1%,-9%,5%,-4%,-15,-11%,4%,3%,-1%
COc1ccc(NC(=O)C(c2ccccc2)N(C)C(=O)c2cnccn2)cc1 (stereo not drawn),7%,-7%,4%,3%,0,-4%,0%,7%,-4%
COc1ccc(CCC(=O)OCC(=O)Nc2c(C)nn(-c3ccccc3)c2C)cc1,24%,i,-4%,nt,-6,-1%,35%[activator],nt,nt
COc1ccccc1NC(=O)CN1C(=O)C2(SCC(=O)N2c2ccc(F)c(F)c2)c2ccccc21 (stereo not drawn),nt,0%,-14%,0%,nt,-6%,4%,12%,-3%
CC(C)CNS(=O)(=O)c1ccc(NC(=O)Cn2nc(-c3ccc(F)cc3)ccc2=O)cc1,0%,-5%,0%,?,-12,-9%,4%,27%,0%
COCCNC(=O)CN1C(=O)c2cccnc2Oc2ccc(Cl)cc21,nt,-1%,0%,-12%,4,6%,24%,28%,1%
